Screening results (PubChem)
GPR151 activ – activates the human receptor GPR151; AID 1508602; Q8TDV0; activation, % at 11.2 µM; 650,000 compounds, 1% hits; PathHunter beta-arrestin GPR151 cells, luminescence; in the data active = activation above about 4.9%;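 note: 0% = median of compound wells and 100% = cells with positive control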
Target sequence (Q8TDV0 whole entry, looked up): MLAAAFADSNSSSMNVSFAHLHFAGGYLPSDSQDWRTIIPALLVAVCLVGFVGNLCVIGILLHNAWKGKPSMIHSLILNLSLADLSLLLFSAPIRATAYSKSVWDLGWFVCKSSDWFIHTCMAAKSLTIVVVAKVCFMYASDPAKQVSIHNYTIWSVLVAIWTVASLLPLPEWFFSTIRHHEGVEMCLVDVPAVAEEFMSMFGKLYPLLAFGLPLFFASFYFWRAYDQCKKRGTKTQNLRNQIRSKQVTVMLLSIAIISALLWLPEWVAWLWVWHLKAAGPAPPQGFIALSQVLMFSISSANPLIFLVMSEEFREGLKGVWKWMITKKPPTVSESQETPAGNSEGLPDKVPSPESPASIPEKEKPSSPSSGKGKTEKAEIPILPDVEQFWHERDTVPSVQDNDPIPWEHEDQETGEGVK
TEAD-YAP block – TEAD-YAP interaction inhibition. HEK-TIYL cells, TEAD-Gal4/YAP UAS-luciferase luminescence. inhibition, % at 9.12 µM. 640,000 compounds, 1.4% hits; in the data active = inhibition above about 32%;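 note: 0% = median of test compound wells and 100% = reference inhibitor wells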
MITF primary – human MITF inhibition, primary screen; O75030; AlphaScreen MITF homodimerization, bead proximity signal; inhibition, % at 2.6 µM; AID 1259374; 650,000 compounds, 0.91% hits; in the data active = inhibition above about 50%;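 note: 0% = vehicle wells with protein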
FBW7 act – activators of human E3 ligase FBW7 | AID 1259310 | 650,000 compounds, 0.13% hits | normalized activity (activation), % at 26.1 µM | Q969H0 | AlphaScreen FBW7–phospho-cyclin E peptide binding, activator screen; in the data active = normalized activity above about 1.9%;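 note: purified mutant Fbw7 with reduced substrate affinity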
Target sequence (Q969H0 whole entry, looked up): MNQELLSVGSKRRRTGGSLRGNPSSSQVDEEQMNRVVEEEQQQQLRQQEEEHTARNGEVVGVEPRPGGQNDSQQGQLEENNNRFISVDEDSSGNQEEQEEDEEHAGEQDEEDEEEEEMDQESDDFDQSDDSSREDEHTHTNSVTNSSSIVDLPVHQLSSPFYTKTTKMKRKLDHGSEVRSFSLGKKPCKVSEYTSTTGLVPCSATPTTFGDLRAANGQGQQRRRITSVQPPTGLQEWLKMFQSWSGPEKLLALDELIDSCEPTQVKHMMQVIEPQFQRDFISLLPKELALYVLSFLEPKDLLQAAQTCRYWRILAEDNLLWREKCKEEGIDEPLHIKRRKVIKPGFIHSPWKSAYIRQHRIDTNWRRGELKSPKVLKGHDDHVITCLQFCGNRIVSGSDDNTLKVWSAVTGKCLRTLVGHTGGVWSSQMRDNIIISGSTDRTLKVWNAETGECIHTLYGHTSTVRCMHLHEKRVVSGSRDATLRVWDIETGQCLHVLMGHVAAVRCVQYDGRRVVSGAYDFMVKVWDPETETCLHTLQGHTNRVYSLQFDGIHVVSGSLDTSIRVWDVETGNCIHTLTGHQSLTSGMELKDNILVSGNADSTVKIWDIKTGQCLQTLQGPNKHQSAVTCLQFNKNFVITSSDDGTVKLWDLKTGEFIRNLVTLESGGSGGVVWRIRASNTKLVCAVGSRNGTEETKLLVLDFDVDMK
* marks the source's active call; other numbers are inactive results.

The line under a structure holds: TEAD-YAP block, FBW7 act, MITF primary, GPR151 activ
- COC(=O)CCC(C)C1CCC2C3CC[C@@H]4C[C@H](O)CC[C@]4(C)C3C[C@H](O)[C@]12C (some centres not stated)
  4, 0.2, 16, 6.4*
- Cc1ccccc1Nc1nc(-c2cccs2)cs1
  -57, 0.0, 4, 0.8
- O=C(COc1ccc(Cl)cc1)OCc1ccc(F)cc1
  12, 0.2, -5, -1.1
- Cn1c(=O)c2c(SCC(=O)Nc3ccccc3F)nc(-c3ccco3)nc2n(C)c1=O
  3, 0.0, 9, -0.2
- Cc1cc(C(=O)NCCCN2CCOCC2)n(-c2ccccc2)n1
  4, 0.5, 19, 0.3
- O=C(OC1CCCCC1)c1ccc(N2C(=O)C3C4CCC(C4)C3C2=O)cc1 (configuration not stated)
  -2, -0.1, 3, 0.5
- CC(=O)N1CCC(N(CCCN2CCOCC2)C(=S)Nc2cc(C)ccc2C)CC1
  6, 0.7, 6, 0.2
- Cc1cc(C)cc(-n2cnc3cc(C(=O)NCCc4ccccc4)ccc32)c1
  -9, -0.1, 3, 0.4
- Cc1ccc(NS(=O)(=O)c2ccc(NS(=O)(=O)c3ccc(F)cc3)cc2)c(C)c1
  12, 0.1, 1, 3.2
- Cc1ccccc1N(CC(N)=O)S(C)(=O)=O
  5, 0.1, 7, -0.1
- CCOC(=O)c1c(NC(=O)CSc2nnc(CNC(=O)Cc3ccccc3)n2-c2cccc(C)c2C)sc2c1CCC2
  -1, 0.6, -17, -1.3
- COc1ccc(N=C2SC(C(=O)N3CCC(C(N)=O)CC3)CC(=O)N2C)cc1 (configuration not stated)
  9, -0.1, -5, 0.4
- CCN(CCNC(=O)CN1C(=O)COc2ccccc21)c1ccccc1
  -2, -0.2, 1, -0.3
- CCC(=O)N1CCc2cc(S(=O)(=O)N3CCCCC3CC)ccc21 (configuration not stated)
  -21, 0.0, 5, 0.5
- Cc1cc(C)n2nc(CC(=O)NC3CCCC(C)C3C)nc2n1 (configuration not stated)
  -4, -0.2, 6, 1.0
- Cc1ccc(S(=O)(=O)C2(C(=O)Nc3ccc(Cl)cc3)CC2)cc1
  7, 0.1, 1, -0.3
- Nc1ncnc2nc(SCC(=O)Nc3ccc(Br)cc3)[nH]c12
  -13, 0.2, 3, 0.1
- Cc1ccc(NS(=O)(=O)c2cccs2)cc1I
  0, 0.1, 15, 0.4
- COc1ccc(C(=O)Nc2nc3c(OC)ccc(Cl)c3s2)cc1OC
  0, -0.2, -1, 3.8
- CCOC(=O)c1cc(Cl)c(N)cc1OC
  6, 1.0, 14, -0.6

Next part; it opens with the three that closed the last part.
The line under a structure holds: TEAD-YAP block, FBW7 act, MITF primary, GPR151 activ
- Cc1ccc(NS(=O)(=O)c2cccs2)cc1I
  0, 0.1, 15, 0.4
- COc1ccc(C(=O)Nc2nc3c(OC)ccc(Cl)c3s2)cc1OC
  0, -0.2, -1, 3.8
- CCOC(=O)c1cc(Cl)c(N)cc1OC
  6, 1.0, 14, -0.6
- O=C(CC1Nc2ccccc2NC1=O)NCCCN1CCCC1 (configuration not stated)
  -2, -0.1, -2, -0.3
- C=CCSc1nnc2c(n1)OC(c1ccc(OC(=O)CC)cc1)Nc1ccccc1-2 (configuration not stated)
  -40, 0.0, -2, -0.9
- c1ccc(C2(Cn3ccc4ccccc43)OCCO2)cc1
  1, -0.1, 5, 2.0
- CCc1ccc(C2C(C(=O)OC)C(=O)CC(C)(O)C2C(=O)OC)cc1 (configuration not stated)
  5, 0.1, 14, 1.2
- CCOc1ccc(N2C(=O)c3ccc(C(=O)OC(C)C(=O)c4ccccc4)cc3C2=O)cc1 (configuration not stated)
  13, -0.1, -12, 0.5
- CC(=O)Nc1ccc(-c2cc(-c3ccc(NC(C)=O)cc3)nc(-c3ccc(Br)cc3)n2)cc1
  6, 0.1, 17, -1.7
- CC(=O)c1ccc(-c2cc(F)cc3c2OC(CNC(=O)c2nonc2C)C3)s1 (configuration not stated)
  -9, 0.0, 8, -0.5
- COC(=O)CSc1nc(C)c(C(C)=O)cc1C#N
  -5, -0.1, 4, -0.8
- CN1C(=O)C(C)(C)COc2cc(NC(=O)NCc3cccs3)ccc21
  -7, 0.2, 4, -0.9
- CCOc1ccc(S(=O)(=O)n2cnc(C)c2)cc1C
  -1, 0.3, 6, 0.3
- Cc1ccc(CNC(=O)c2cc(S(=O)(=O)N3CC(C)CC(C)C3)ccc2Sc2cccc(Cl)c2)cc1 (configuration not stated)
  -6, -0.1, -7, -0.8
- CC(C)(C)NC(=O)CS(=O)(=O)c1ccccc1
  -5, -0.1, -1, -0.9
- CCOC(=O)c1ccc(NC(=O)CN2C(=O)C(C)N(c3ccc(C)cc3)C2=O)cc1 (configuration not stated)
  -1, 0.0, -1, 0.6
- CCCCCCc1cc2cc(-c3csc(Nc4cc(OC)ccc4OC)n3)c(=O)oc2cc1O
  6, -0.1, 3, -0.4
- CCCCCOC(=O)C1=C(C)Nc2nnnn2C1c1cc(Br)ccc1F (configuration not stated)
  4, 0.3, -4, -1.2
- O=C(Nc1cccc(Br)c1)c1ccncc1
  -2, 0.0, 11, -0.7
- Cc1cccc(-n2c(CNC(=O)c3ccc(S(=O)(=O)N4CCOCC4)cc3)nnc2SCC(=O)Nc2nccs2)c1
  2, -0.2, -4, -0.5
- Cc1ccc(Cl)c2c1NC(=O)C2(O)CC(=O)c1ccc(Br)cc1 (configuration not stated)
  -1, -0.1, 8, 0.1
- O=c1oc2ccc([N+](=O)[O-])cc2cc1-c1nnc(Nc2c(F)cccc2F)s1
  11, 0.8, 13, -0.4
- COc1ccc2oc(=O)c(S(=O)(=O)c3ccc(F)c(Cl)c3)cc2c1
  6, 0.0, 4, 1.2
- COc1cccc(-n2c(=S)sc3c(=O)n(-c4ccccc4OC)c(SC)nc32)c1
  -3, -0.1, -5, -0.4
- C/C=C(\C)CN1CCc2nnc(C(C)NC(=O)c3ccco3)n2CC1 (configuration not stated)
  3, 0.0, 6, -0.1
- O=C(Nc1nc2c(s1)CN(Cc1ccccc1)CC2)c1cc(Cl)ccc1Cl
  -3, -0.1, 6, 0.3
- COc1ccccc1CCNS(=O)(=O)c1cn(C)c(=O)n(C)c1=O
  6, 0.3, -4, 3.0
- CC(=O)N(C)c1nc(-c2ccccc2)ccc1C(=O)NC1CCS(=O)(=O)C1 (configuration not stated)
  1, -0.2, 5, 0.4
- CCOC(=O)c1c(NC(=O)c2ccc(S(=O)(=O)N3CCCc4ccccc43)cc2)sc2c1CCN(C(C)=O)C2
  8, 0.2, -1, 1.3
- COC(=O)C1=C(C)N=c2s/c(=C\c3c(F)cccc3Cl)c(=O)n2C1c1ccccc1 (configuration not stated)
  14, 0.0, -3, 5.3*
- Cc1sc2ncn(Cc3cccc(Br)c3)c(=O)c2c1C
  -3, -0.3, -5, 2.6
- Cc1c(Cl)cccc1N1CC(=O)N(c2cccc(Cl)c2C)CC1=O
  3, 0.1, 10, -1.8
- O=C(COC(=O)c1ccc(F)cc1Cl)NCC1CCCO1 (configuration not stated)
  6, 0.1, 8, -0.4
- C#CCN1C(=O)C(=O)c2cc(C)ccc21
  6, -0.1, 3, 0.3
- Cn1cnc2cc(NC(=O)c3ccco3)ccc21
  -44, -0.1, 13, -0.6
- O=C1C(=O)N(Cc2ccc3c(c2)OCO3)c2ccccc21
  19, -0.1, 9, 0.8
- CCCCC1CN(Cc2cn[nH]c2)Cc2ccccc2O1 (configuration not stated)
  3, 0.0, 12, 0.3
- O=C1CC(c2ccccc2)=NO1
  -6, -0.1, 56*, -0.9
- CCOc1ccc(NC(=O)CSc2nc3c(sc(=S)n3-c3ccccc3C)c(=O)n2-c2ccccc2)cc1
  3, 0.1, 12, -1.1
- O=C(Cn1nnc2ccccc2c1=O)NCc1cccc(Cl)c1
  -11, 0.0, -5, 2.4
- COc1ccc(/C=C(/NC(=O)c2ccccc2Br)C(=O)O)cc1
  2, 0.0, -10, -1.0
- CCOc1nc(OCC)nc(Oc2ccc([N+](=O)[O-])cc2)n1
  7, -0.1, 0, -0.4
- O=C(CCN1CCOCC1)Nc1cc(C(=O)Nc2ccc3c(c2)OCCO3)ccc1N1CC2CC(C1)c1cccc(=O)n1C2 (configuration not stated)
  -5, 0.1, 6, 0.0
- CCCc1cc(C(=O)NC2CC2)cs1
  9, 0.5, 17, -0.5
- CNC(=O)c1ccsc1NC(=O)C1Oc2ccccc2OC1C (configuration not stated)
  4, -0.1, -13, -0.8
- Cc1ccc(C)c(N2CCN(C(=O)c3cc(Sc4ccc(Cl)cc4)nc4ccccc34)CC2)c1
  -5, -0.1, -4, 1.1
- CCOc1ncccc1C(=O)N1CCN(c2ccc(C(F)(F)F)cc2[N+](=O)[O-])CC1
  -18, 0.0, 10, -0.9
- C=CCn1c(SCC(=O)Nc2sc3c(c2C#N)CCCCC3)nc2scc(-c3ccccc3)c2c1=O
  -7, 0.0, 0, -1.7
- Cc1ccc2cc(CN(CCO)S(=O)(=O)c3ccccc3)c(=O)[nH]c2c1
  -4, 0.3, 3, 1.5
- O=C1c2ccccc2S(=O)(=O)NN1CCOc1ccc(Br)cc1
  -15, -0.2, 3, -0.6
- CCOc1ccccc1C(=O)NCCc1cn2ccc(C)cc2n1
  -13, 0.2, 9, -1.7
- CCCN1C(=O)c2ccccc2N2C(=O)CCC12C(=O)O (configuration not stated)
  5, 0.2, 12, -0.3
- O=C(c1ccccc1[N+](=O)[O-])N1CCCSC1=Nc1ccccc1
  -3, 0.0, 9, 1.2
- Cc1ccc(/C=N/NC(=O)c2ccccc2N)o1
  -47, 0.3, 8, -2.0
- CCCOc1ccc(/C=C/C(=O)Nc2nnc(C(C)C)s2)cc1
  -13, 0.4, 7, 0.0
- O=C(NCC(c1ccco1)N1CCN(c2ccc(F)cc2)CC1)C(=O)NC1CC1 (configuration not stated)
  3, 0.0, 6, 0.3
- O=C(c1cccs1)N(Cc1ccc(F)cc1)C1CCS(=O)(=O)C1 (configuration not stated)
  -14, -0.3, -3, -1.0
- O=C(Nc1cccc(O)c1)c1ccccc1NS(=O)(=O)c1ccc(Cl)cc1
  -1, -0.1, 7, 2.0
- Cc1ccccc1N(CC(=O)Nc1ccccc1C(N)=O)S(=O)(=O)c1ccccc1
  13, -0.1, 4, 0.2
- C/C(=N/NC(=O)c1ccoc1C)c1ccccc1O
  -24, -0.1, 4, -8.1
- N#CC1=C(SCC(=O)Nc2ccccc2[N+](=O)[O-])NC(=O)CC1c1ccccc1F (configuration not stated)
  34*, 0.6, 28, 1.1
- Cc1ccc(S(=O)(=O)Nc2ccc3oc(-c4ccccc4)cc3c2)c(C)c1
  -8, 0.0, 12, -1.0
- S=C(Nc1ccccc1Cl)N(CCCN1CCCCC1)Cc1ccco1
  9, 0.0, -4, 0.5

Among those listed so far, these contain an NH in an aromatic ring:
The line under a structure holds: TEAD-YAP block, FBW7 act, MITF primary, GPR151 activ
- Nc1ncnc2nc(SCC(=O)Nc3ccc(Br)cc3)[nH]c12
  -13, 0.2, 3, 0.1
- CCCCC1CN(Cc2cn[nH]c2)Cc2ccccc2O1 (configuration not stated)
  3, 0.0, 12, 0.3
- Cc1ccc2cc(CN(CCO)S(=O)(=O)c3ccccc3)c(=O)[nH]c2c1
  -4, 0.3, 3, 1.5

Next structures follow:
The line under a structure holds: TEAD-YAP block, FBW7 act, MITF primary, GPR151 activ
- CCOc1ccc(S(=O)(=O)NC)cc1C
  8, 0.0, -4, 0.1
- COC(=O)Cn1c(=O)c2c(nc3n2CC(C)CN3Cc2ccccc2)n(C)c1=O (configuration not stated)
  9, -0.1, 10, 0.1
- COc1cccc(C(=O)N2c3ccc(Cl)cc3-c3c(ssc3=S)C2(C)C)c1
  6, -0.7, -1, 0.6
- COc1ccc(Cn2c(=O)c3ccccc3n3c(-c4ccc(O)cc4)nnc23)cc1
  9, 0.0, -3, -1.0
- COc1cc(NC(=O)C2COc3ccc(Cl)cc3C2)ccc1-c1cn[nH]c1 (configuration not stated)
  -2, -0.2, 9, 1.2
- CSc1ccc(-c2cc(O)c3c(C)oc(C)c3c(=O)c2)cc1
  5, -0.1, 15, -0.2
- Cc1ccc(C(C)C)c(OCCCn2cc(/C=C3/C(=N)N4C=CSC4=NC3=O)c3ccccc32)c1
  1, 0.1, 14, -0.8
- NC(=O)CSc1nc2c(sc3ccccc32)c(=O)n1CCCC(=O)NCCO
  -4, -0.2, -8, -0.5
- O=C(Nc1ccccc1C(F)(F)F)c1cccnc1
  4, -0.2, -6, 0.8
- CCN(C1CCCCC1)S(=O)(=O)c1ccc(C(=O)Nc2ccc(F)cc2)cc1
  33*, 0.2, -1, 0.8
- COc1ccc(-c2nnc(SC(C)C(=O)NC(N)=O)n2C2CCCCC2C)cc1 (configuration not stated)
  -12, 0.1, -1, 1.4
- Cc1nc2ncccn2c1-c1csc(Nc2ncccn2)n1
  -6, 0.4, -13, -1.0
- O=C(CN1CCN(Cc2ccc(Cl)cc2)C1=O)NC1CCCCCCC1
  4, -0.1, -2, 0.7
- COC(=O)C1=CN(C2CC2)C=C(C(=O)OC)C1c1cccc([N+](=O)[O-])c1
  4, 0.0, -13, 0.9
- Cc1c(Cl)ccc2sc(N3CCN(C(=O)c4ccc5c(c4)OCCO5)CC3)nc12
  1, 0.0, -8, 0.3
- Cc1c2cnc3nn(-c4ccccc4)c(=O)c-3cc2c(C)n1-c1ccccc1
  85*, -0.2, -5, 0.7
- Cc1cc(C)c(S(=O)(=O)n2ccc(C)n2)c(C)c1
  -5, -0.1, -6, -0.5
- O=[N+]([O-])c1ccc(NCCNCCO)cc1N1CCOCC1
  -8, 0.0, 0, 0.3
- COc1ccc(-c2[nH]nc3nc(-c4cccc(O)c4)cc(C(=O)O)c23)cc1
  9, 0.4, -5, -0.3
